Bioassay records deposited in PubChem BioAssay by several laboratories.
Myeloid diff 2: compounds promoting myeloid differentiation. ER-HoxA9 myeloid progenitors, lysozyme-GFP differentiation, flow cytometry. calls only at 10 µM. 1% of 360,000 active;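 active = normalized GFP-positive differentiation at or above the plate's own cutoff, the solvent-only control mean plus 3 SD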;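 note: cells exposed to compound for four days before flow analysis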
HIV peptide binding: cell-free HIV fusion peptide-binding blockers – biochemical, uHTS, fluorescence dequenching, primary screen (AID 1986). cell-free peptide binding, fluorescence dequenching, 30 min; higher % means a stronger effect. inhibition, % at 20 µM, or IC50 in µM where a hit was titrated. 0.3% of 290,000 active; in the data active = inhibition mostly above about 52%, no sharp cut-off; inactive = mostly below about 76%; note: some results filed as inactive read as strong as hits
Siah-1 displacement: Siah-1 peptide-binding antagonists, primary screen, biochemical, fluorescence polarization, rhodamine-plectin, uHTS (AID 1817); displacement, % at 20 µM; hits with a dose series show IC50 in µM; Siah-1 / rhodamine-plectin peptide fluorescence polarization; higher % means a stronger effect; 0.02% of 290,000 active;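 active = displacement of at least 50% at 20 µM, with a fluorescence ratio check between 0.3 and a set limit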;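 note: plate controls were Siah plus tracer with DMSO for no effect and tracer alone without Siah for full effect; strong numbers were not always called active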
NOD1 inhibition: NOD1 signaling inhibitors, primary screen, cell-based, luminescence, uHTS (AID 1578). NOD1-driven NF-kB luciferase reporter cells, luminescence; higher % means a stronger effect. inhibition, % at 4 µM, or EC50 in µM where a hit was titrated. 1% of 290,000 active; in the data active = inhibition mostly above about 36%, no sharp cut-off; inactive = mostly below about 34%;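 note: HEK-293T reporter cells stimulated with the NOD1 agonist gamma-tri-DAP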
PhoP inhibition: inhibitors of PhoP regulon expression, primary screen, Salmonella Typhimurium, GFP reporter (AID 1863) | S. Typhimurium PhoP-regulated promoter GFP reporter, 4 h; higher % means a stronger effect | inhibition, % at 50 µM; hits with a dose series show IC50 in µM | 0.16% of 300,000 active;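 active = inhibition over 29.93%, a cutoff 3 SD above the screen mean, later confirmed by dose response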;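 note: 0% = low Mg2+ inducing control and 100% = high Mg2+ repressing control; strong numbers were not always called active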
KOR beta-arrestin-1: kappa opioid receptor blockers – cell-based, luminescence, uHTS (AID 1778). inhibition, % at 10 µM; hits with a dose series show IC50 in µM. KOR beta-arrestin recruitment, luminescence, antagonist mode; higher % means a stronger effect. 0.091% of 290,000 active; note: strong numbers were not always called active
HEK293 NOD2/NF-kB: inhibition of NOD2-driven NF-kB reporter – cell-based, luminescence, uHTS, HEK293 (AID 1566); one-dose inhibition, % at 4 µM; EC50 in µM for titrated hits; 0.63% of 290,000 active; HEK293 NOD2/NF-kB luciferase reporter, luminescence; higher % means a stronger effect; note: many of its hits are not listed in these tables
LYP inhibition: PTPN22 lymphoid phosphatase activity blockers – biochemical, fluorescence intensity, uHTS (AID 1779). recombinant LYP phosphatase, fluorescence intensity; higher % means a stronger effect. inhibition, % at 11.5 µM, or IC50 in µM where a hit was titrated. 0.054% of 290,000 active;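 note: plate controls were vehicle with enzyme for no effect and no enzyme for full effect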
KOR beta-arrestin-2: kappa opioid receptor activators – cell-based, luminescence, uHTS, primary screen (AID 1777); KOR beta-arrestin recruitment, luminescence; higher % means a stronger effect; one-dose activation, % at 10 µM; EC50 in µM for titrated hits; 0.02% of 280,000 active; in the data active = activation above about 50%, passing the limit was not always enough; note: a part of the inactive calls stands beside numbers as strong as those of hits
Myeloid diff 2 GFP+ MAC1+ %: second read-out of Myeloid diff 2, no call of its own (marks repeat the call); GFP+ MAC1+ double positive, %; measured here: differentiation confirmed by MAC1 staining
The depositor's hits bear a star; i = inactive; . = no result given; + = active, no number; [ ] = dose if it differs, or a comment. Cut-off read from the data, not from the text of the source, unless noted: active = inhibition above about 50%; inactive = the rest. Only part of the results is shown; rates above refer to the full screens.

structure	Myeloid diff 2	Myeloid diff 2 GFP+ MAC1+ %	HIV peptide binding	Siah-1 displacement	NOD1 inhibition	PhoP inhibition	KOR beta-arrestin-1	HEK293 NOD2/NF-kB	LYP inhibition	KOR beta-arrestin-2
O=S(=O)(NCc1ccc(F)cc1)c1ccc(-n2cccn2)cc1	i	1.2	-2.2%	-2%	15%	-3%	-19%	19%	-14%	2.0%
Cc1ccccc1C(=O)Nc1ccnn1C1CCN(C2CCSCC2)CC1	i	0.8	16%	-3%	-16%	-7%	-7%	-12%	-1%	-1.8%
Cc1cc(Cl)ccc1OC(C)C(=O)Nc1ccccc1N1CCOCC1 (stereo not given)	i	0.6	0.0%	8%	8%	-3%	5%	-28%	2%	-2.7%
O=C(CSc1cn(CC(=O)N2CCOCC2)c2ccccc12)N1CCOCC1	i	3.2	-1.9%	-6%	4%	3%	-14%	-30%	-10%	-1.8%
CCOC(=O)c1c(C#N)c(SCC(=O)Nc2ccc(OC)cc2)nc2c1CN(CC)CC2	i	11	9.2%	0%	-20%	-3%	26%	-9%	0%	4.7%
CCCN1CCC(NC(=O)C2CCN(C(C)=O)CC2)CC1	i	0.2	1.6%	11%	-14%	-2%	-39%[20 µM]	16%	-6%	-2.0%
CCCc1cc(=O)n2nc(N3CCC(C(=O)NCc4ccco4)CC3)sc2n1	i	0.0	0.4%	-1%	-8%	11%	-12%	-1%	-8%	-1.6%
CC(=O)Oc1cc2cccc(OC(C)=O)c(=O)c2c(OC(C)=O)c1OC(C)=O	i	1.6	31%	86%	-33%	47µM*	19%	18%	0%	-2.5%
CCOC(=O)c1c[nH]c2ccc3ccccc3c2c1=O	i	0.2	1.7%	0%	-26%	-2%	-14%	-1%	-2%	2.8%
COc1ccc(-c2nn(-c3ccccc3)cc2C(=O)N2CCOCC2)cc1	i	1.2	6.4%	-2%	6%	-4%	-15%	25%	-6%	-0.5%
COc1cccc(CNC(=O)C2CCN(S(=O)(=O)c3ccc4c(c3)CCC(=O)N4)CC2)c1	i	2.0	-0.9%	0%	0%	1%	8%	-7%	-2%	-11%
CCOC(=O)C1(CCOc2ccccc2)CCN(Cc2ccc(-n3cccn3)cc2)CC1	i	0.9	0.4%	10%	-9%	-3%	-23%[20 µM]	-7%	-11%	.

Three of the entries above in order of the KOR beta-arrestin-2 value, rising:
molecule	Myeloid diff 2 GFP+ MAC1+ %	HIV peptide binding	Siah-1 displacement	NOD1 inhibition	PhoP inhibition	KOR beta-arrestin-1	HEK293 NOD2/NF-kB	LYP inhibition	KOR beta-arrestin-2
COc1cccc(CNC(=O)C2CCN(S(=O)(=O)c3ccc4c(c3)CCC(=O)N4)CC2)c1	2.0	-0.9%	0%	0%	1%	8%	-7%	-2%	-11%
CCCN1CCC(NC(=O)C2CCN(C(C)=O)CC2)CC1	0.2	1.6%	11%	-14%	-2%	-39%[20 µM]	16%	-6%	-2.0%
COc1ccc(-c2nn(-c3ccccc3)cc2C(=O)N2CCOCC2)cc1	1.2	6.4%	-2%	6%	-4%	-15%	25%	-6%	-0.5%

Continued.
structure	Myeloid diff 2	Myeloid diff 2 GFP+ MAC1+ %	HIV peptide binding	Siah-1 displacement	NOD1 inhibition	PhoP inhibition	KOR beta-arrestin-1	HEK293 NOD2/NF-kB	LYP inhibition	KOR beta-arrestin-2
CCCN(CCC)S(=O)(=O)c1ccc(C(=O)Nc2ccc(S(=O)(=O)Nc3nnc(CC)s3)cc2)cc1	i	0.3	37%	-1%	-10%	-2%	11%[20 µM]	7%	-6%	-10%
NS(=O)(=O)c1ccc2nc(NC(=O)c3ccc(Br)o3)sc2c1	i	0.2	10%	25%	-40%	-1%	2%	-31%	0%	3.4%
O=C(CNC(=O)OCc1ccccc1)Oc1ccc2ccc(=O)oc2c1	i	0.3	0.6%	-1%	-6%	2%	3%	-8%	-20%	-2.5%
Cc1ccc2nc(C)cc(N/N=C/c3ccc(F)cc3)c2c1	i	0.5	1.0%	-1%	-14%	0%	5%[20 µM]	-9%	-4%	.
S=C(NC1CCCCC1)c1ccc2c(c1)OCO2	i	1.0	-1.6%	-2%	-14%	1%	-54%	-32%	9%	1.0%
CCOC(=O)c1[nH]c2ccccc2c1NC(=O)c1ccc(S(=O)(=O)N2CCOCC2)cc1	i	2.1	0.6%	5%	-13%	7%	-11%	14%	-6%	-1.3%
CCCCNC(=O)C1(O)c2ccccc2NC(=O)N1c1ccc(Cl)cc1 (stereo not given)	i	0.4	-0.2%	1%	-13%	0%	-2%	5%	-10%	2.1%
NS(=O)(=O)c1ccc(NC(=O)Cn2nc(C(=O)O)c3ccccc3c2=O)cc1	i	0.5	-1.4%	-4%	-23%	8%	-8%	-3%	-2%	4.1%
CC(C)c1ccc(CN2CCC(Oc3ccc(C(=O)N4CCCC4)cc3)CC2)cc1	i	1.4	0.9%	-4%	5%	-5%	-15%	-10%	-9%	-0.6%
Nc1nc(SCC(=O)NCCOCCO)nc2sc3c(c12)CCCC3	i	0.5	1.1%	-1%	-30%	.	-29%[20 µM]	-2%	5%	.
COc1ccc(S(=O)(=O)n2nc(OCc3cccs3)cc2N)cc1	i	1.6	0.4%	-4%	-31%	1%	12%	10%	-4%	-5.2%
O=C(NC(=S)NCc1cccnc1)c1cc(Br)ccc1Cl	i	2.5	0.1%	-2%	5%	4%	-24%	13%	-6%	8.3%
NS(=O)(=O)c1ccc(NC(=O)COC(=O)/C(=C/c2cccs2)c2cccs2)cc1	i	0.3	15%	-4%	-16%	4%	-24%[20 µM]	41%	-4%	0.0%
CN(C)S(=O)(=O)N1CCN(C(=O)c2cccc(Br)c2)CC1	i	7.5	-0.4%	-3%	14%	4%	17%	16%	-11%	-7.5%
CC(C)c1nccn1S(=O)(=O)c1cc([N+](=O)[O-])ccc1Cl	i	1.4	-0.2%	0%	-19%	0%	6%	-1%	4%	4.3%
CCN(CC)C(=O)/C(=C\c1ccc2c(c1)OCO2)NC(=O)c1ccc(Br)cc1	i	0.6	2.3%	1%	-18%	4%	-6%	-17%	-6%	0.0%
CC(=O)Oc1ccc(NC(=O)CCC2CCCCC2)c(C(=O)O)c1	i	1.3	6.9%	6%	-31%	-1%	-26%	10%	1%	-0.9%
N#CCCn1cc(C(=O)Nc2ccccn2)c(-c2ccccc2)n1	i	0.7	1.4%	3%	-24%	-8%	-4%[20 µM]	-3%	-6%	-0.9%
CCOC(=O)c1cnn(CC2CCCCC2)c1N	i	0.7	-1.8%	-1%	-26%	-3%	4%	-3%	-5%	2.7%
CC1CC(C)CN(C(=O)Cn2cc(C=O)c3ccccc32)C1 (stereo not given)	i	0.9	1.8%	-1%	9%	-5%	17%	11%	-8%	-3.2%
COc1cc(/C=C/C(=O)N2CCCC2)cc(OC)c1OC	i	0.2	0.6%	7%	-34%	10%	.	4%	5%	-4.1%
CCOc1ccccc1Nc1cc(C)nc2nnnn12	.	.	-1.4%	-3%	0%	7%	-4%[20 µM]	-31%	-6%	.
CC1(C)CC(=O)C2=C(C1)OC(N)=C(C#N)C2CCc1ccccc1 (stereo not given)	i	0.7	1.9%	15%	7%	-1%	39%	10%	-2%	-3.5%
CCCCC(=O)Nc1nnc(SCC(=O)Nc2ccc(OC)cc2)s1	i	2.3	-2.0%	0%	-34%	9%	-10%	7%	-12%	3.2%
COc1cccc2cc(C(=O)N3CCN(c4ncccn4)CC3)c(=O)oc12	i	11	1.5%	-1%	-11%	-7%	-11%	-4%	6%	0.5%
O=C(Nc1ccc(S(=O)(=O)Nc2ncccn2)cc1)c1cccnc1	i	0.4	-1.8%	4%	-22%	-8%	-2%	-1%	-5%	7.2%
CN(C)S(=O)(=O)c1ccc(NC(=O)CSc2ncnc3ccccc23)cc1	i	0.7	-1.2%	0%	2%	11%	24%	13%	-5%	-5.7%
CCOc1ccc(NC(=O)C(c2ccccn2)N(C(=O)CCl)c2ccc(F)cc2)cc1 (stereo not given)	i	1.2	11%	0%	-39%	-5%	15%	-24%	-2%	1.3%
Cc1cc(C)nc(SCC(=O)Nc2ccc(S(=O)(=O)N3CCCCC3)cc2)n1	i	0.6	0.1%	-3%	4%	8%	5%	13%	-6%	-0.8%
O=C(COc1cccc(NC(=O)c2ccccc2)c1)c1ccccc1	i	0.5	10%	6%	-43%	-1%	-31%	-31%	-5%	-0.9%
O=C(NCCCCCCOC1=NS(=O)(=O)c2ccccc21)C(=O)Nc1ccccc1	i	0.2	-1.2%	10%	-24%	5%	-11%	-37%	-4%	-1.0%
CCCN(CCC)CCNC(=O)c1cc2c(-c3ccccc3F)nn(C)c2s1	i	0.1	-0.2%	1%	-2%	.	17%	-5%	-9%	-0.6%
CC(C)Oc1ccc(CNC(=O)Cn2c(=O)c3cccn3c3cccnc32)cc1	i	3.0	6.4%	3%	7%	-1%	-2%	4%	-2%	1.5%
COc1ccc(-n2c(=S)[nH]c3cc(C(=O)Nc4ccc(C)c(F)c4)ccc3c2=O)c(OC)c1	+	1.7*	1.0%	-4%	30%	18%	-30%	49%	1%	-2.8%
COc1cccc([C@@H]2Oc3ccc(OC)cc3C(=O)[C@H]2OC(=O)N[C@H](C)C2CCCCC2)c1	.	.	0.7%	2%	-4%	-1%	-14%	-2%	7%	2.8%
CCc1ccccc1NC(=O)C1C2C=CC(O2)C1C(=O)O (stereo not given)	i	0.5	0.6%	1%	-14%	0%	-31%[20 µM]	4%	-10%	7.6%
O=C(CSc1nc2ccccc2c(=O)n1-c1ccc(SC(F)F)cc1)Nc1ccc(N2CCOCC2)cc1	i	0.4	-0.6%	-2%	-24%	-9%	-47%[20 µM]	-33%	-11%	3.7%
Cc1ccc(/C=N/Nc2ncc(Cl)cc2Cl)s1	.	.	0.2%	-1%	-61%	-2%	-4%	-80%	-10%	-0.2%
COc1ccc(Br)cc1/C=N/N1CCN(Cc2ccccc2Cl)CC1	i	0.2	-1.3%	-7%	28%	3%	-36%[20 µM]	2%	-8%	-4.8%
O=C(Nc1nnc(C2CC2)s1)C1CC(=O)N(c2ccc3c(c2)OCCO3)C1 (stereo not given)	i	1.4	16%	44%	-23%	-1%	-1%	8%	-6%	-2.3%
CCOC(=O)CCP(=O)(O)C(C)(O)c1ccccc1 (stereo not given)	i	7.1	-0.6%	2%	-14%	-3%	-53%	13%	-12%	3.8%
CC1CCCN(S(=O)(=O)c2ccc3c(c2)CCN3C(=O)C2CCC2)C1 (stereo not given)	i	0.0	3.6%	1%	-15%	-1%	32%	14%	-1%	-6.8%
Cc1ccc(NC(=O)COC(=O)CCc2ccc(S(=O)(=O)N3CCOCC3)cc2)cc1C	i	0.4	-0.4%	4%	-14%	6%	-18%	1%	-4%	-1.7%
Cc1nc(CN2CCN(C(=O)c3ccc(C(C)(C)C)cc3)CC2)cs1	i	6.3	-2.1%	-3%	23%	12%	34%	12%	-7%	0.9%
COc1ccc(NC(=O)C2CCCN(S(=O)(=O)c3cccnc3)C2)c(OC)c1 (stereo not given)	i	0.9	17%	0%	-7%	12%	13%	2%	-1%	1.7%
